# PGC1a acetyl inh: PGC1a acetylation modulation, inhibitor mode; U2OS PGC1a acetylation, AlphaScreen anti-acetyl-lysine; with virally co-expressed GCN5 acetyltransferase; inhibition, % at 15.6 µM; 0.17% of 350,000 active; AID 651687;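 active = every replicate shows inhibition of at least 40%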;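 note: 0% = neutral control wells and 100% = positive control wells; some results beyond the cut were filed as inactive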
# Cneo AK release: Cryptococcus neoformans lysis via adenylate kinase release; C. neoformans lysis, adenylate kinase release luminescence, 4 h; normalised: neutral wells 0, clomiphene wells 100; lysis activity, % at 15 µM; 0.2% of 360,000 active; AID 651654;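 active = mean lysis activity across replicates of at least 80%, whatever share of replicates individually reach that level; inactive = mean lysis activity below 80%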
#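 Schedule: static 4 h at 37 °C with compound, 1 h detection; system: C. neoformans cells; benchmarks: Clomiphene as positive control; buffer or medium: fresh YPD medium; measure: luminescence rise reflecting yeast cell lysis; measured by: luminescent adenylate kinase detection reagent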
# CFTR F508del cor: CFTR F508del correction in bronchial cells | CFBE cells, YFP halide quenching; stimulated with forskolin plus potentiator P3; % fluorescence drop versus neutral controls | activity (quench increase), % at 7.58 µM | 0.36% of 350,000 active | AID 720511;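 active = mean added fluorescence quench of at least 8% versus neutral control, with both replicates also reaching 8%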;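 note: cells transiently co-express mutant CFTR-F508del with the halide-sensitive YFP; corrector assay measuring rescue of mutant channel to the surface after 24 h compound exposure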
# Statin myotox sup: suppressors of simvastatin-induced myotoxicity in C2C12 myotubes; rescue of ATP level, % at 7.49 µM; ATP luminescence, 48 h; scaled: DMSO 0, geranylgeraniol control 100; AID 602340; 0.78% of 330,000 active;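 active = mean ATP rescue above about 67%, or every replicate alone reaching that limit, limit read from the data, passing the limit was not always enough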;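 note: myotubes were challenged with 10 µM simvastatin during compound exposure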
# GSIS activator: primary screen for activators of insulin secretion dependent on glucose, INS-1E cells, GLuc reporter luminescence. INS-1E GLuc reporter insulin secretion, 2-3 h. activation, % at 16.6 µM. 0.61% of 370,000 active;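 active = lowest replicate activation of at least 40%, so every replicate reaches that level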;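 note: 0% = median of neutral control wells and 100% = median of IBMX positive control wells; some compounds called inactive have numbers as strong as hits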
# FN deposition inh: fibronectin deposition inhibition | AH1F fibroblasts, Alexa488-fibronectin deposition fluorescence, overnight | inhibition, % at 12.6 µM | 0.086% of 350,000 active | AID 743247;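 active = mean inhibition across replicates of 30% or more, regardless of how many single replicates reach that level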;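 note: positive control wells lacked labelled fibronectin entirely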
#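 test system = AH1F fibroblasts assembling fluorescent fibronectin matrix | quantity = 10000 AH1F cells per well | buffer or medium = DMEM plus 2% serum, read in PBS | doses = single dose, pinned | incubation = 1 h cell attachment, overnight exposure to compound and label | detection = fluorescence at 485 nm excitation, 525 nm emission | read-out basis = inhibition from reduced deposited-fibronectin fluorescence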
# miR122 inh: miR-122 inhibition in Huh7 cells; Huh7 miR-122 Renilla luciferase sensor, 48 h; neutral wells = 0, positive control = 100; activation (reporter increase), % at 12.5 µM; 0.3% of 340,000 active; AID 602342;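 active = mean replicate activation score at least 90 and every replicate individually at or above 90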;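 note: higher luciferase means less miR-122 activity so hits act as miR-122 inhibitors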
# PglD DTNB: PglD (C. jejuni) enzyme inhibition | inhibition, % at 12.5 µM | 0.098% of 360,000 active | AID 602405 | purified PglD enzyme, DTNB colorimetric CoA detection; in the data active = inhibition above about 16%, passing the limit was not always enough; note: strong numbers were not always called active
# * = called active by the depositor; / = not tested or not shown; [ ] = dose if it differs, or a comment.
1) CN(CC(=O)Nc1ccc(F)cc1)C(=O)CNC(=O)C1CCCCC1
2) C[C@@H]1CN([C@@H](C)CO)C(=O)c2cc(-c3cccc(C#N)c3)cnc2O[C@@H]1CN(C)Cc1cccnc1
3) O=C(N[C@H]1CC[C@@H](CCNS(=O)(=O)c2ccc(Cl)cc2)O[C@H]1CO)c1cnccn1
4) O=C(N/N=C\c1ccncc1)c1ccc(Br)s1
5) CCOC(=O)C1CCN(C(=O)Nc2ccccc2Cl)CC1
6) CC1(C)Cc2c(sc(/N=C/N3CCOCC3)c2C#N)C(C)(C)N1

assay / compound | 1 | 2 | 3 | 4 | 5 | 6
PGC1a acetyl inh | 4 | 4 | 3 | / | 15 | -1
Cneo AK release | 5 | 55 | 4 | -1 | 4 | -2
CFTR F508del cor | 0.3 | -0.1 | 0.8 | 1.6 | / | /
Statin myotox sup | 1 | -4 | 1 | 2 | -4 | -13
GSIS activator | 4 | 11 | -5 | 10 | / | /
FN deposition inh | -13 | -2 | / | / | -2 | /
miR122 inh | -9 | 14[16.7 µM] | / | 12 | -3 | -4
PglD DTNB | -4 | -2 | 5 | -2 | 0 | -16

7) Cc1[nH]nc2c1C(c1cccs1)C1=C(CC(C)(C)CC1=O)N2 (stereo unspecified)
8) CCCN1CNC(=S)N(c2ccccc2OCC)C1
9) O=C(Cc1ccc(NS(=O)(=O)c2ccc(F)cc2)cc1)NCc1cccnc1
10) CN(C)S(=O)(=O)c1cccc(-c2nnc(SCc3cc(Cl)cc4c3OCOC4)n2N)c1
11) CCOCCOCCC(C(=O)O)P(=O)(c1ccccc1)c1ccccc1 (stereo unspecified)
12) O=C(NCCNC(=O)c1cccs1)c1ccco1

assay / compound | 7 | 8 | 9 | 10 | 11 | 12
PGC1a acetyl inh | 1 | 8 | / | -2 | 8 | 5
Cneo AK release | / | 0 | -3 | 0 | 1 | 2
CFTR F508del cor | -6.9 | / | -3.8 | / | / | /
Statin myotox sup | / | / | 30 | -2 | 10 | -2
GSIS activator | 35 | 4 | 7 | / | 13 | /
FN deposition inh | 9 | / | -5 | -4 | 1 | -4
miR122 inh | / | 2 | / | 0 | 1 | -2
PglD DTNB | / | -6 | -8 | -2 | / | 11

13) Cc1cccc2cc(CN(Cc3nnnn3C3CCCCC3)C3CCCC3)c3nnnn3c12
14) CN1C(=O)c2cc(NC(=O)c3ccccc3Cl)ccc2OC[C@@H]2O[C@@H](CC(=O)O)CC[C@H]21
15) CC(=O)Nc1nnc(SCC(=O)c2ccc3c(c2)Cc2ccccc2-3)s1
16) O=C(c1cc2cc([N+](=O)[O-])ccc2oc1=O)N1CCOCC1
17) C/C(=N/NC(=O)c1ccc(C(C)(C)C)cc1)c1ccccn1
18) N#CCCC1CCCC=C1N(Cc1ccccc1)C(=O)C(Cl)Cl (stereo unspecified)

assay / compound | 13 | 14 | 15 | 16 | 17 | 18
PGC1a acetyl inh | 2 | 5 | 2 | 0 | 7 | 15
Cneo AK release | 0 | 0 | 1 | / | -3 | 0
CFTR F508del cor | / | -1.6 | / | -2.3 | -7.9 | 0.4
Statin myotox sup | 3 | -12 | 16 | 7 | / | /
GSIS activator | -25 | 10 | 2 | -2 | 4 | -3
FN deposition inh | -5 | -7 | 2 | -1 | 19 | 0
miR122 inh | -5 | 60[16.7 µM] | 27 | -2 | 14 | 15
PglD DTNB | 0 | -1 | -5 | / | 4 | -4

# Record cards, from the list above. Screens in order: PGC1a acetyl inh | Cneo AK release | CFTR F508del cor | Statin myotox sup | GSIS activator | FN deposition inh | miR122 inh | PglD DTNB
# C/C(=N/NC(=O)c1ccc(C(C)(C)C)cc1)c1ccccn1 reads 7 | -3 | -7.9 | / | 4 | 19 | 14 | 4
# N#CCCC1CCCC=C1N(Cc1ccccc1)C(=O)C(Cl)Cl (stereo unspecified) reads 15 | 0 | 0.4 | / | -3 | 0 | 15 | -4

# (further entries)
19) COc1cccc(NC(=O)CN(C)C(=O)CCNC(=O)c2ccccc2Cl)c1
20) CN(C(=O)c1cccc(NC(=O)Cc2cccc(NC(=O)C3CCCN(C(=O)CCc4ccccc4)C3)c2)c1)C1CCC1 (stereo unspecified)
21) CCCCN1C(=O)CC(N2CCOCC2)C1=O (stereo unspecified)
22) COc1ccc(C2C(C#N)=C(N)Oc3cc(N)ccc32)cc1OC (stereo unspecified)
23) C=C1CCC2[C@](C)(CO)[C@H](O)CC[C@@]2(C)[C@@H]1/C=C/C1=CCOC1=O (stereo partly specified)
24) COc1ccc(C(CNC(=O)c2cccc(S(=O)(=O)N3CCCCC3)c2)N2CCCC2)cc1 (stereo unspecified)

assay / compound | 19 | 20 | 21 | 22 | 23 | 24
PGC1a acetyl inh | 2 | 8 | -3 | -6 | -5 | /
Cneo AK release | -1 | -1 | 1 | 1 | -1 | -2
CFTR F508del cor | 1.5 | -2.3 | / | / | 1.2 | -4.4
Statin myotox sup | 8 | 6 | 2 | -31 | -4 | -24
GSIS activator | -4 | -1 | / | / | -3 | -37
FN deposition inh | -16 | 1 | -2 | 3 | / | 12
miR122 inh | -5 | -3 | -2 | -1 | -21 | /
PglD DTNB | 4 | -2 | 7 | -2 | 1 | 0

25) CC1CCN(C(=O)Cn2ncc3c4ccccc4n(C)c3c2=O)CC1
26) C/C(CC(=O)Nc1cccc(C(F)(F)F)c1)=N\NC(=O)c1cnccn1
27) COc1ccc(S(=O)(=O)Nc2ccc3c(c2)C(=O)N([C@@H](C)CO)C[C@H](C)[C@@H](CN(C)Cc2ccc4c(c2)OCO4)O3)cc1
28) C/C(=N/Nc1ncc(Br)cn1)c1ccc([N+](=O)[O-])cc1
29) C[C@@H]1CCCCO[C@H](CN(C)C(=O)Nc2ccc(C(F)(F)F)cc2)[C@@H](C)CN([C@@H](C)CO)C(=O)c2cc(NC(=O)c3ccncc3)ccc2O1
30) Cc1ccc(-c2onc3ccc(Cl)cc23)cc1

assay / compound | 25 | 26 | 27 | 28 | 29 | 30
PGC1a acetyl inh | 3 | / | -5 | -2 | 8 | 1
Cneo AK release | -4 | 16 | 53 | 3 | -13 | 2
CFTR F508del cor | -3.0 | -3.9 | 3.6 | -0.2 | -1.3 | /
Statin myotox sup | 10 | -14 | -1 | 1 | / | -4
GSIS activator | -17 | -33 | -1 | -9 | 18 | 49
FN deposition inh | 9 | -1 | 6 | 2 | -2 | 0
miR122 inh | 5 | -1 | -1[16.7 µM] | -7 | 2[16.7 µM] | -3
PglD DTNB | 4 | -5 | 7 | 3 | -1 | 0

31) O=C(Nc1ccccc1F)NC1CCCCCCC1
32) CCN(CC(=O)Nc1cc(Cl)ccc1OC)CC(=O)NC1CCS(=O)(=O)C1 (stereo unspecified)
33) C[C@@H]1CCCCO[C@@H](CN(C)CC2CCCCC2)[C@@H](C)CN([C@H](C)CO)C(=O)c2cc(NC(=O)Nc3cccc4ccccc34)ccc2O1
34) NC(c1ccc(F)c(F)c1)c1nc(-c2ccc3ccccc3c2)cs1 (stereo unspecified)
35) S=c1ccc2ccccc2[nH]1
36) CCOC(=O)N1CCN(C(=O)c2csc3c2CCCCC3)CC1

assay / compound | 31 | 32 | 33 | 34 | 35 | 36
PGC1a acetyl inh | / | 37 | -8 | -5 | -9 | 6
Cneo AK release | -3 | 3 | 2 | -5 | 29 | -2
CFTR F508del cor | 0.6 | 1.0 | 0.3 | -4.1 | -0.4 | /
Statin myotox sup | -2 | -5 | / | 10 | -9 | 4
GSIS activator | -16 | / | -9 | -4 | 0 | 7
FN deposition inh | 1 | 8 | / | -3 | -3 | 4
miR122 inh | 3 | -1 | 15[16.7 µM] | -4 | 23 | -6
PglD DTNB | 6 | -8 | 4 | -6 | -3 | 5

37) O=C(NCCOc1ccccc1)c1ccccc1F
38) CCCCN1CC[C@H]2C=CC[C@@H](C(=O)Nc3ccc(Cl)c(C(F)(F)F)c3)[C@H]2C1=O
39) COc1cc2c(oc(=O)c3cc(C)cc(OC)c32)c2c(C3OC(C)C(O)C(C)(O)C3O)ccc(O)c12 (stereo unspecified)
40) CC(C)Oc1ccccc1/C=N/NC(=O)C1CC1
41) Cc1ccc(-c2nc(-c3ccccc3)no2)c(Cl)c1
42) O=C(CP(=O)(CO)CO)c1ccc(Cl)cc1

assay / compound | 37 | 38 | 39 | 40 | 41 | 42
PGC1a acetyl inh | / | 7 | 3 | 1 | -3 | -2
Cneo AK release | 0 | 0 | / | 0 | -14 | 1
CFTR F508del cor | 1.3 | -0.6 | 3.3 | 1.3 | 1.5 | /
Statin myotox sup | 7 | -9 | / | / | -14 | 13
GSIS activator | 32 | -10 | / | / | 2 | /
FN deposition inh | -2 | 4 | 2 | 2 | 9 | /
miR122 inh | -4 | -7 | -1 | -3 | 3 | 1
PglD DTNB | -1 | -4 | / | -8 | 0 | 2

43) O=S(=O)(Nc1ccc(S(=O)(=O)N2CCCCC2)cc1)c1ccc(Br)s1
44) CCOC(=O)CC1=C(C(=O)OCC)C(c2ccc(C)o2)C(C#N)=C(N)O1 (stereo unspecified)
45) CCOc1cc(C2C(C#N)=C(N)Oc3n[nH]c(-c4ccncc4)c32)cc([N+](=O)[O-])c1O (stereo unspecified)
46) CCOC(=O)C1(C)CCN1C(=O)c1ccc2c(c1)CCO2 (stereo unspecified)
47) COc1ccc(S(=O)(=O)Nc2ccc3c(c2)C(=O)N([C@@H](C)CO)C[C@@H](C)[C@H](CN(C)S(C)(=O)=O)OCCCC[C@@H](C)O3)cc1
48) Cc1ccc(C)c(OCC(O)CN2C(C)CCCC2C)c1 (stereo unspecified)
49) COc1ccccc1Nc1nc(N)nc(CSc2nnc(C)s2)n1
50) CC(=O)/C(C#N)=C1\NC(=O)C(Cc2ccccc2)S1 (stereo unspecified)

assay / compound | 43 | 44 | 45 | 46 | 47 | 48 | 49 | 50
PGC1a acetyl inh | -8 | -3 | -7 | -14 | -19 | 7 | / | -2
Cneo AK release | -4 | -1 | / | 2 | -3 | 0 | -2 | -1
CFTR F508del cor | / | / | -2.8 | 2.0 | -1.8 | / | / | /
Statin myotox sup | -5 | / | / | 18 | / | / | / | /
GSIS activator | / | / | -10 | 1 | -1 | / | 3 | 15
FN deposition inh | / | / | 5 | -11 | / | -2 | -3 | /
miR122 inh | 21 | -7 | 0 | 2 | 8[16.7 µM] | 1 | -5 | 2
PglD DTNB | 0 | 1 | / | -2 | 0 | -5 | -2 | -13

# Compounds above containing a cyano group, in the order listed:
2) C[C@@H]1CN([C@@H](C)CO)C(=O)c2cc(-c3cccc(C#N)c3)cnc2O[C@@H]1CN(C)Cc1cccnc1
6) CC1(C)Cc2c(sc(/N=C/N3CCOCC3)c2C#N)C(C)(C)N1
18) N#CCCC1CCCC=C1N(Cc1ccccc1)C(=O)C(Cl)Cl (stereo unspecified)
22) COc1ccc(C2C(C#N)=C(N)Oc3cc(N)ccc32)cc1OC (stereo unspecified)
44) CCOC(=O)CC1=C(C(=O)OCC)C(c2ccc(C)o2)C(C#N)=C(N)O1 (stereo unspecified)
45) CCOc1cc(C2C(C#N)=C(N)Oc3n[nH]c(-c4ccncc4)c32)cc([N+](=O)[O-])c1O (stereo unspecified)
50) CC(=O)/C(C#N)=C1\NC(=O)C(Cc2ccccc2)S1 (stereo unspecified)

assay / compound | 2 | 6 | 18 | 22 | 44 | 45 | 50
PGC1a acetyl inh | 4 | -1 | 15 | -6 | -3 | -7 | -2
Cneo AK release | 55 | -2 | 0 | 1 | -1 | / | -1
CFTR F508del cor | -0.1 | / | 0.4 | / | / | -2.8 | /
Statin myotox sup | -4 | -13 | / | -31 | / | / | /
GSIS activator | 11 | / | -3 | / | / | -10 | 15
FN deposition inh | -2 | / | 0 | 3 | / | 5 | /
miR122 inh | 14[16.7 µM] | -4 | 15 | -1 | -7 | 0 | 2
PglD DTNB | -2 | -16 | -4 | -2 | 1 | / | -13

# Screening results as filed in PubChem BioAssay.
